Neddylation inh: inhibitors of human cullin neddylation | P61081+Q13564 | TR-FRET cullin neddylation, biochemical | calls only at 25 µM | actives 0.58% (n = 360,000); in the data active means inhibition above about 36%
eLon inh: inhibits E. coli Lon protease. inhibition, % at 7.94 µM. P0A9M0. purified E. coli Lon protease, fluorescence polarization. actives 0.42% (n = 360,000); in the data active means inhibition above about 13%, passing the limit was not always enough;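 further: 0% = enzyme with probe and DMSO and 100% = no enzyme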
MLLE-PAM2 inh: blocks PAM2 peptide binding to the PABP1 MLLE domain; P11940; GST-MLLE / FITC-PAM2 fluorescence polarization; inhibition, % at 20 µM; actives 0.36% (n = 360,000); AID 588489; in the data active means inhibition above about 35%, passing the limit was not always enough;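 further: plate controls were DMSO wells with GST-MLLE for no effect and wells lacking GST-MLLE protein for full effect; some results filed as inactive read as strong as hits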
Target sequence (P11940 whole entry, looked up, the tested form may be a part): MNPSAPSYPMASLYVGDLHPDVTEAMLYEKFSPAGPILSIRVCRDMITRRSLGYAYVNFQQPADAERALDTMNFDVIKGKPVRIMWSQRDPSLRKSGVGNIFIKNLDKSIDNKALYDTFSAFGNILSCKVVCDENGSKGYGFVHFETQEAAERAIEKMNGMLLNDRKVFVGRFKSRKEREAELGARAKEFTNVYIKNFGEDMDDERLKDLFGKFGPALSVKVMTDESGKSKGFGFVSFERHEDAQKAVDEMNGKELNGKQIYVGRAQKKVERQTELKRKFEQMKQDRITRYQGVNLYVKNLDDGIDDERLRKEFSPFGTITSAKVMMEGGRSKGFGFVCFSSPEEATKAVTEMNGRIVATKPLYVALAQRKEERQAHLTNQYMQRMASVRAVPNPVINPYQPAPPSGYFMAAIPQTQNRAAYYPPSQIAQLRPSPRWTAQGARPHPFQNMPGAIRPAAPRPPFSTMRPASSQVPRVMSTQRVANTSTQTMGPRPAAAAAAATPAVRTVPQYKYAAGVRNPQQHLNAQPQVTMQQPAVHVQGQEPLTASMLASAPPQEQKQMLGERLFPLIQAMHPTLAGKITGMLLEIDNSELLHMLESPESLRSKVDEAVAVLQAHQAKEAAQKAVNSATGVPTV
TbMetRS inhib: Trypanosoma brucei MetRS inhibition; actives 0.4% (n = 360,000); purified T. brucei MetRS, ATP depletion, Kinase-Glo luminescence; inhibition, % at 11.9 µM;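 active means inhibition above a per-plate cutoff of the control wells' mean inhibition plus 3 SD, cut at about 5.5% in these data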;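 further: 0% = DMSO wells median and 100% = median of wells with control inhibitor compound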
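technique = Kinase-Glo luminescence, ATP depletion format | system = purified MetRS (methionyl-tRNA synthetase) enzyme from Trypanosoma brucei | timing = 15 min preincubation, 2 h reaction, all 25 °C | evaluation = percent inhibition versus plate control medians | dosing = single dose, 11.9 µM final nominal, 0.9% final DMSO | also added = substrates ATP, L-methionine and bulk Escherichia coli tRNA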
FAS-TE inh: inhibitors of human fatty acid synthase thioesterase domain; P49327; recombinant FAS-TE, OMFH fluorogenic substrate, fluorescence endpoint; inhibition, % at 15 µM; actives 0.67% (n = 360,000);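 active means compounds whose normalised, plate-corrected inhibition of enzyme fluorescence in the single-dose primary screen is 50% or more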;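 further: 0% = DMSO with enzyme and 100% = substrate without enzyme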
CSN deneddyl inh: inhibitors of human CSN-mediated cullin deneddylation; Q92905; Purified CSN, SCF-Nedd8-OG deneddylation, fluorescence polarization; inhibition, % at 12.5 µM; actives 0.38% (n = 360,000); AID 651999;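 active means pattern-corrected inhibition above about 35%, with an unprinted fluorescence ratio check between 0.5 and 1.5, limit read from the data, passing the limit was not always enough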;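 further: 0% = enzyme with substrate and 100% = substrate without enzyme; some results filed as inactive read as strong as hits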
Target sequence (Q92905 whole entry, looked up, one chain of several): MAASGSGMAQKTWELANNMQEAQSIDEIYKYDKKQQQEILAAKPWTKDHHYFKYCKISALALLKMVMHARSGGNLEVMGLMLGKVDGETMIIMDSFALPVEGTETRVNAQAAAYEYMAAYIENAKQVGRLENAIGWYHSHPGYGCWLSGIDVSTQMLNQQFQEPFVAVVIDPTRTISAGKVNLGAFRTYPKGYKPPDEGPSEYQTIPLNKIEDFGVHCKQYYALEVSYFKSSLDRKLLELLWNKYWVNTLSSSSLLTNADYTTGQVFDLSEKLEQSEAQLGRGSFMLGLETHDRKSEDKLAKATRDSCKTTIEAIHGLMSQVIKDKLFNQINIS
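Assay system: purified human Csn5 enzyme expressed in HEK293T cells; Input: 0.24 nM Csn5 enzyme, final concentration; Reagent: 10 nM SCFSkp2-Nedd8OG; Compound dosing: 12.5 µM single point; Times: reaction 90 min, room temperature; Technique: fluorescence polarization readout.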
MsrA inh: inhibitors of bovine MsrA. purified bovine MsrA, absorbance read-out. inhibition, % at 15.5 µM. actives 0.75% (n = 360,000). AID 651718; in the data active means inhibition above about 4.5%;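 further: 0% = vehicle wells with enzyme and 100% = reference inhibitor wells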
bovine MsrA act: bovine methionine sulfoxide reductase A activation | actives 0.3% (n = 360,000) | AID 602163 | activation, % at 10.6 µM | purified bovine MsrA, absorbance read-out; in the data active means activation above about 7.5%;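 further: 0% = vehicle and 100% = reference activator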
Rin1-Abl PPI inh: human Rin1-Abl interaction inhibition; P00519+Q13671; TR-FRET Rin1/Abl binding, biochemical; inhibition, % at 7.35 µM; actives 0.4% (n = 360,000); AID 588664; in the data active means inhibition above about 5%, passing the limit was not always enough
* hit, by the source's call; i = inactive; nt = not tested or not shown; + = active, no number.

SMILES	Neddylation inh	eLon inh	MLLE-PAM2 inh	TbMetRS inhib	FAS-TE inh	CSN deneddyl inh	MsrA inh	bovine MsrA act	Rin1-Abl PPI inh
O=C(O)CCSCC(=O)Nc1c(C(=O)C2CC2)oc2ccccc12	i	-7	9	-0.3	-6	0	2.4	-5	-2
Cc1cc(C)c(NC(=O)CSc2nnc(-c3ccncc3)n2Cc2ccco2)c(Cl)c1	i	-12	-3	-0.3	0	2	0.9	-2	4
O=C1NC(=S)S/C1=C\c1ccc(SCc2ccccc2)o1	i	-23	-30	0.0	22	69	2.4	-13	4
COc1ccc(C(=O)CCC(=O)O)cc1	i	-4	-8	-0.9	-2	1	2.1	-11	-4
CCCCNCCCOc1cccc(Cl)c1	i	3	3	-0.4	-6	3	0.2	-1	1
CC(=O)N1CCN(S(=O)(=O)c2cccc(C(=O)N(Cc3ccccc3)c3cccc(C)c3)c2)CC1	i	2	-6	-0.3	-1	3	-1.9	-2	-2
O=C(c1sc2ccccc2c1Cl)N1CCN(c2ncccn2)CC1	i	-1	-5	-0.2	6	-2	0.7	-7	3
Cc1nc2ccc(OC(=O)c3ccccc3)cc2s1	i	9	5	-0.8	4	-2	-0.3	-4	1
O=C(COC(=O)c1ccccn1)NC(=O)c1ccccc1	i	4	0	0.0	-8	1	0.2	-1	1
CCOC(=O)c1cccc(NC(=O)CCn2c(=O)oc3ccccc32)c1	i	5	7	-0.2	-1	-3	-0.9	-3	1
CCOC(=O)c1c(C)[nH]c(C(=O)OCCOc2ccc(Cl)cc2)c1C	i	-2	-4	-0.3	12	0	-0.6	-3	1
O=C(O)C1C2C=CC3(CN(Cc4ccccn4)C(=O)C13)O2 (stereo not drawn)	i	-8	-14	-0.2	-8	5	0.7	0	0
O=C(NN1C(=O)C2C3CCC(O3)C2C1=O)c1ccc(Br)o1 (stereo not drawn)	i	-16	4	-0.7	-9	0	-0.1	-8	0
CCCCN(C=O)c1c(CC)nc2c(OCc3ccc(Cl)cc3Cl)cccn12	i	-10	-5	0.4	55*	5	-1.3	2	2
S=C(NCc1ccncc1)Nc1ccc(Cl)cc1Cl	i	-11	6	-0.2	-8	0	-0.1	-5	4
O=C(Nc1ccc(Cl)cc1)c1cc2nc(-c3ccco3)cc(C(F)(F)F)n2n1	nt	-6	-5	-1.0	2	13	0.1	-5	1
O=C(COC(=O)c1cc(Cl)ccc1O)NNC(=O)c1ccccc1F	i	-4	-3	0.1	-2	4	0.5	-1	0
Cc1ccc(C(C(=O)NCc2ccc(F)cc2)N(C(=O)c2csnn2)C2CC2)o1 (stereo not drawn)	i	7	-3	0.3	-2	0	-0.8	-1	1
c1cc2c3c(cccc3c1)-c1cnccc1-2	+	-3	-7	-0.2	0	1	-0.4	1	-3
O=S(=O)(O)c1cccc(N=Nc2c(O)ccc3ccccc23)c1	i	-1	-35	-0.8	9	-3	1.3	-4	-8
CC1=C(C(=O)N(C(C)C)C(C)C)CC(CC(=O)NC2CCCCC2)C(=O)N1Cc1ccccc1 (stereo not drawn)	i	-4	-3	-0.6	-3	0	0.1	0	-3
O=S(=O)(c1cccc2nsnc12)N1CCc2ccccc2C1	i	-2	-9	-1.0	6	4	1.2	-3	0
CNC(=O)CSc1nc2nc(C)cc(C)n2n1	i	-3	-4	0.0	-11	0	0.4	-2	1
O=C(N[C@H]1c2ccccc2C[C@H]1O)[C@H]1O[C@@H](n2ccc(=O)[nH]c2=O)[C@H](O)[C@@H]1O	i	-15	-5	-0.5	-8	1	1.2	-3	4
O=C(NCC(c1ccco1)N1CCN(c2ccccc2)CC1)c1ccc2c(c1)OCO2 (stereo not drawn)	i	2	13	-0.6	2	0	-1.4	-4	-3
Cc1cccc(C)c1NC(=O)CN(C)C(=O)c1ccc(N2C(=O)CCC2=O)cc1	i	4	-23	-0.4	-8	-3	0.1	-1	3
COc1ccccc1C(=O)OCC(=O)c1cccc([N+](=O)[O-])c1	i	5	-1	0.1	17	-5	0.2	-3	0
CC(NC(=O)c1ccccc1)c1nc2ccccc2n1Cc1ccc(C#N)cc1 (stereo not drawn)	i	-7	-2	-0.3	1	1	0.8	-4	3
COc1ccc(O)c(C(=O)c2cnn(C(=O)c3cccc(N(C)C)c3)c2)c1	+	4	3	-0.3	7	6	0.9	-3	4
CC(C)Cn1c(N)c(C(=O)CSc2nnnn2C)c(=O)n(C)c1=O	i	4	-7	-0.1	-5	-4	0.7	-4	-2

An excerpt from above in order of the eLon inh value, ascending:
Compound | eLon inh
Cc1cc(C)c(NC(=O)CSc2nnc(-c3ccncc3)n2Cc2ccco2)c(Cl)c1 | -12
CCCCN(C=O)c1c(CC)nc2c(OCc3ccc(Cl)cc3Cl)cccn12 | -10
CNC(=O)CSc1nc2nc(C)cc(C)n2n1 | -3
O=S(=O)(c1cccc2nsnc12)N1CCc2ccccc2C1 | -2
COc1ccccc1C(=O)OCC(=O)c1cccc([N+](=O)[O-])c1 | 5

(further entries)
SMILES	Neddylation inh	eLon inh	MLLE-PAM2 inh	TbMetRS inhib	FAS-TE inh	CSN deneddyl inh	MsrA inh	bovine MsrA act	Rin1-Abl PPI inh
Cc1cc2cc(CCNS(=O)(=O)c3ccc(F)cc3)c(=O)[nH]c2cc1C	i	-5	-2	-0.5	8	-1	0.5	-3	2
O=C(CSc1nc(=O)n(CCCN2CCOCC2)c2c1CCCC2)Nc1cccc([N+](=O)[O-])c1	i	1	-14	-0.5	22	-6	0.9	-7	1
O=[N+]([O-])c1cccc(-c2nnc(CNC3CC3)o2)c1	i	5	-34	-1.1	9	0	-0.1	-8	0
O=C(Nc1ccc(C(=O)O)cc1)/C(=C\C=C\c1ccccc1)NC(=O)c1ccccc1Cl	i	4	-4	0.2	1	1	5.8*	-7	-2
CC(CCc1ccccc1)NC(=O)C(=O)NCCO (stereo not drawn)	i	-5	-5	-0.5	-2	-2	-1.9	-6	-1
Cc1nc(CSc2ccc(Cl)cc2)cc(NCc2ccccc2)n1	i	-3	14	4.1	19	-8	-0.8	0	-1
Cc1cc([N+](=O)[O-])nn1CC(=O)N(C)C1CCCCC1	i	-2	10	-0.1	3	-1	0.8	-3	1
CN1CCN(/C=N/c2c(C#N)cnn2C)CC1	i	-3	1	-0.1	-7	0	-0.5	2	-1
COc1ccc(/C=C2/N=C(SCC(=O)Nc3cc(C)on3)N(c3ccccc3)C2=O)cc1	nt	-13	12	-0.6	-19	-9	-0.3	-2	0
CC(C)CCNC(=O)c1ccc2c(SCC(=O)O)c3c(nc2c1)CCCC3	i	9	-6	-0.5	-4	4	-1.2	-4	-3
CC(C)NC(=O)C1(C)CSCC(=O)N1Cc1cccc(C(F)(F)F)c1 (stereo not drawn)	i	nt	nt	-0.5	nt	0	0.2	nt	nt
COc1cc2c(cc1NC(=S)Nc1cccc3ccccc13)oc1ccccc12	i	3	29	-0.4	26	-4	2.0	1	-5
N#CC(c1ccccc1)(c1ncc(C(F)(F)F)cc1Cl)N1CCOCC1 (stereo not drawn)	i	-2	2	-0.5	3	-5	-0.2	-4	-1
COC(=O)[C@]1(CC(C)C)N[C@H](c2ccc(-c3ccc(F)cc3)c(OC)c2)[C@@H]2C(=O)N(C)C(=O)[C@@H]21	i	-2	3	-0.2	31	3	-0.9	-2	4
O=C(CCN1C(=O)c2cccc3cccc(c23)C1=O)Nc1ccccc1	i	-7	20	-0.1	-1	-3	0.6	-4	3

Whole records from above. Order of values: Neddylation inh	eLon inh	MLLE-PAM2 inh	TbMetRS inhib	FAS-TE inh	CSN deneddyl inh	MsrA inh	bovine MsrA act	Rin1-Abl PPI inh
Listed for COc1ccc(O)c(C(=O)c2cnn(C(=O)c3cccc(N(C)C)c3)c2)c1 : +	4	3	-0.3	7	6	0.9	-3	4
Listed for Cc1nc2ccc(OC(=O)c3ccccc3)cc2s1 : i	9	5	-0.8	4	-2	-0.3	-4	1

Other records.
SMILES	Neddylation inh	eLon inh	MLLE-PAM2 inh	TbMetRS inhib	FAS-TE inh	CSN deneddyl inh	MsrA inh	bovine MsrA act	Rin1-Abl PPI inh
CC(=Nc1ccc(O)cc1)c1sc2ccccc2c1O	i	-27	-32	-0.3	-49	35	1.3	-4	-2
Cc1ccc(NC(=O)C2=NNC(=O)CC2)cc1S(=O)(=O)Nc1ccc(SC(F)F)cc1	i	-18	4	-0.1	3	0	0.5	-2	3
Cc1c(/C=N/NC(=O)c2ccccc2O)c2ccccn2c1C(=O)c1ccc(F)cc1	i	-11	-11	-1.2	14	-2	0.1	-7	0
COc1ccc(CCNc2c(C)c(C)nc3ncnn23)cc1	i	0	-8	-0.7	-6	-4	0.2	1	-4
COc1ccc(C(=O)N2CC3(CC(c4cccc([N+](=O)[O-])c4)=NO3)C[C@H]2C(=O)NCC(N)=O)cc1 (stereo partly drawn)	i	-5	2	-0.1	-5	-7	-0.8	1	5
CSCCC(NC(=O)c1ccc(Cl)cc1)C(=O)OCC(C)=O (stereo not drawn)	i	8	3	-0.1	-3	5	-1.5	-3	-1
COC(=O)c1ccc(CNC(=O)COC(=O)C2CC3C=CC2C3)cc1 (stereo not drawn)	i	-6	7	0.4	0	-4	-0.2	-2	1
CN(c1ccccc1)S(=O)(=O)c1cccc(NC(=O)C2CCCO2)c1 (stereo not drawn)	i	-10	0	-0.2	-4	-1	-0.1	-5	2
CCOC(=O)c1c(CN2CCN(c3ccccc3)CC2)oc2cc(Br)c(O)cc12	i	-1	-7	0.3	15	-4	-0.5	-1	-3
O=C1CCN(Cc2ccc(O)cc2)CCN1[C@H](CO)c1ccccc1	i	-12	-2	-1.1	-6	-4	0.4	-10	0
CCCCNc1nnc(Cc2ccc(Cl)cc2)c(=O)[nH]1	i	-10	0	1.0	-6	3	-1.0	-1	3
CCc1c(C)nc(N)n2c(SCC(=O)Nc3ccccc3OC)nnc12	i	-7	-38	-1.1	-10	-1	0.7	-3	-5
O=C(NCc1ccccn1)Nc1cccc(Cl)c1Cl	i	-2	-2	-0.6	-4	-1	0.5	-5	-1
CC1(c2ccc3ccccc3c2)NC(=O)N(CC(=O)N2CCN(Cc3ccccc3)CC2)C1=O (stereo not drawn)	i	-1	-4	-0.7	-1	-5	nt	-9	-1
COc1cccc(C(=O)OCc2ccccc2C#N)c1O	i	-12	-7	-0.6	2	5	-0.5	-2	4
CC(C)C(NC(=O)C1CC(=O)N(Cc2ccccc2)C1)c1nc2ccccc2[nH]1 (stereo not drawn)	i	-9	-12	-0.2	-4	-3	-0.8	-2	1
CC(C)N1CCC(N2CCN(Cc3ccc4nsnc4c3)CC2CCO)CC1 (stereo not drawn)	i	2	11	-1.0	-2	7	0.3	0	1
COc1cccc(-c2cc(NC=O)c3ncc(-c4cc(OC)c(OC)c(OC)c4)n3c2)c1	i	-16	-11	-0.2	2	3	1.0	-2	-3
CC1CCCCN1C(=O)CNCc1ccc(F)cc1 (stereo not drawn)	i	0	0	-1.1	-2	0	-0.3	-5	1
O=C(NNC(=O)C1CCN(c2ncccn2)CC1)c1ccccc1	i	4	-1	0.0	-4	4	0.0	-1	4
Nc1cc(C(=O)N2CCCC2)cc(C(=O)N2CCCC2)c1	i	-1	3	0.0	-9	-2	-0.6	-2	1
O=C(NCc1nnc(SCC(=O)N2CCN(c3ccccc3)CC2)o1)c1ccccc1	i	0	-5	-0.2	-2	-3	-0.1	-4	0
COCCNS(=O)(=O)c1cc(OC)c(C)cc1C	i	1	-6	-0.2	-5	-3	-1.9	-3	0
Clc1ccc(CNc2ccccc2NCc2ccc(Cl)nc2)cn1	i	-4	1	1.5	2	-1	-0.6	-1	2

Individual results from above:
For Rin1-Abl PPI inh, `O=C(COC(=O)c1ccccn1)NC(=O)c1ccccc1` is listed with 1
For CSN deneddyl inh, `COCCNS(=O)(=O)c1cc(OC)c(C)cc1C` is listed with -3

Compound activity: PubChem, several laboratories
